High-throughput results: PubChem, several laboratories
STK33 kinase inh = inhibitors of purified STK33 kinase, primary screen, biochemical, ADP-Glo luminescence, homogeneous, cell-free; 320,000 compounds, 0.073% hits; inhibition, % at 10 µM; MBP phosphorylation; Serine/threonine-protein kinase 33 (Homo sapiens), Q9BYT3; AID 2661, 2010;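 active means inhibition at or above 25%, using the most active replicate where run in duplicate; inactive means inhibition below 25%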
Target sequence (Q9BYT3 whole entry, looked up): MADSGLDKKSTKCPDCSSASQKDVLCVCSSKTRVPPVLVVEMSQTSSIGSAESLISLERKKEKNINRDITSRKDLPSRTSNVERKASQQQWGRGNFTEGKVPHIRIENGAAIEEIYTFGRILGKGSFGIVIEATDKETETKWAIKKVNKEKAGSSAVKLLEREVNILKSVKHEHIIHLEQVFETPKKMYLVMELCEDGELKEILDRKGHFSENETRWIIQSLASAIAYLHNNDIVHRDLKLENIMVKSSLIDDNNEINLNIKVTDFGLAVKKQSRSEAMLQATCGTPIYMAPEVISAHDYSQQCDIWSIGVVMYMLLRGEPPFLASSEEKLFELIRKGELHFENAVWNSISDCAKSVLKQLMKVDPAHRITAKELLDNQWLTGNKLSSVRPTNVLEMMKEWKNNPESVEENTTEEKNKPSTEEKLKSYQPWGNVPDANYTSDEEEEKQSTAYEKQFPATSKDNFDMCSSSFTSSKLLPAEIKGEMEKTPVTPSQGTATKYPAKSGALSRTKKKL
CHT PAM = CHT positive allosteric modulators, primary screen, cell-based, membrane potential dye, choline EC20. High affinity choline transporter 1 (Homo sapiens), Q9GZV3. CHT-expressing cells; hits give high values; LV-AA mutant CHT in HEK293 cells. B-score at 10 µM. 310,000 compounds, 0.49% hits. AID 488977, 2010;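 active means initial fluorescence not abnormally high and integrated response B-score, plate-corrected, over 3 SD above library mean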
Target sequence (Q9GZV3 whole entry, looked up): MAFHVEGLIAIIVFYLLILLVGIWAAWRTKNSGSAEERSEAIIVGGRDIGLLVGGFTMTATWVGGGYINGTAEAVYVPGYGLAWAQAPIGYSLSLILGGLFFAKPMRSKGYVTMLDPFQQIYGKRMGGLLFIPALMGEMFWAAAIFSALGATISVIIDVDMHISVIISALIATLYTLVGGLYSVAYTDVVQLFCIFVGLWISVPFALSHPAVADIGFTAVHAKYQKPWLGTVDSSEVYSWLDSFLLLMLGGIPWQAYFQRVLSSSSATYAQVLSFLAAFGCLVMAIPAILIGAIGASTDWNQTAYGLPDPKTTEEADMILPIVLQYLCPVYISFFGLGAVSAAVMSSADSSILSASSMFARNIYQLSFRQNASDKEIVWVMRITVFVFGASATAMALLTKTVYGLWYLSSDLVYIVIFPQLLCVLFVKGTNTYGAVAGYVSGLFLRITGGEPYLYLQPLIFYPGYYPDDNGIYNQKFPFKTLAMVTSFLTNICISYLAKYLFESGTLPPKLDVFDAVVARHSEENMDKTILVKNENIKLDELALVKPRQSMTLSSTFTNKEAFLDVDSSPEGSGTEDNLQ
CHT inh = inhibitors of human choline transporter CHT | High affinity choline transporter 1 (Homo sapiens), Q9GZV3 | CHT-expressing cells, membrane potential dye, choline response; hits give low values | B-score at 10 µM | 310,000 compounds, 0.86% hits | AID 488975, 2010;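 active means B-score over 3 SD under the library average, and starting fluorescence ratio not unusually high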;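 further: choline stimulus applied at its EC90 after an EC20 pre-addition; B-score computed on integrated fluorescence ratio after choline addition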
* hit, by the source's call; i = inactive; / = no result given. This is a random part of the collection; 1.5% or so of the library scored in one or more.

SMILES	STK33 kinase inh	CHT PAM	CHT inh
Cc1[nH]c(=O)[nH]c(=O)c1Sc1ccccc1[N+](=O)[O-]	-0.6	i	i
O=S(=O)(NCC1(N2CCOCC2)CCCCC1)c1ccccc1Cl	-2.2	i	i
CCOC(=O)C(=CNc1cc(C)nn1-c1ccc(Cl)cc1)C(=O)OCC	1.8	i	i
CCOC(=O)c1cc(-c2cccnc2)nn1-c1ccccc1C	-2.1	i	i
O=c1[nH]c2ccc(Br)cc2c(-c2ccccc2)c1CN1CCOCC1	1.2	i	i
O=C(NCCc1ccccc1)C1CCN(S(=O)(=O)c2cccc3nonc23)CC1	-0.4	i	i
CN(C)c1ccc(/C=C/c2nc3ccccc3c(=O)n2-c2ccc(C(=O)O)cc2)cc1	-0.9	i	i
COc1c2occc2cc2ccc(=O)oc12	-0.2	i	i
O=C(CCNC(=O)c1ccco1)Nc1ccc(OC(F)(F)F)cc1	-1.4	i	i
Cc1ccc(NC2CCCCC2NS(=O)(=O)c2ccccc2)c(C)c1 (stereo not drawn)	-1.2	i	i
COc1ccc(/C=N/NC(=S)N[C@H]2CC3CCC2C3)cc1 (stereo partly drawn)	0.9	i	i
Cc1nc(C)c(Oc2cccc(C(F)(F)F)c2)c(=O)[nH]1	0.6	i	i
CC(/C=C/c1ccco1)=N\NC(=O)c1cc(Cl)ccc1O	-0.5	i	i
N#CC1=C(N)NC(=S)C(C(N)=O)C1c1ccccc1F (stereo not drawn)	-1.8	i	i
O=C(N/C=N/OCc1ccc(Cl)cc1Cl)NOCc1c(Cl)cccc1Cl	0.0	i	i
CCOC(=O)CSC1=C(C#N)C(c2ccccc2OCC)C(C#N)C(=O)N1 (stereo not drawn)	-0.6	i	i
O=C(O)CCCN1C(=O)/C(=C/C=C/c2ccco2)SC1=S	9.4	i	i
CCS(=O)(=O)N1CCC(C(=O)N2CCN(Cc3ccccc3)CC2)CC1	-0.7	i	i
Oc1c(C=Nc2cccc3nsnc23)ccc2ccccc12	3.5	i	i
Cc1cccc(NC(=O)C(C)OC(=O)c2ccccc2NS(=O)(=O)c2cc(C)c(C)c([N+](=O)[O-])c2)c1 (stereo not drawn)	0.4	i	i
O=C1C2C3CCC(O3)C2C(=O)N1c1cccc(O)c1 (stereo not drawn)	-0.5	i	i
Cc1nn(C)cc1/C=C1\CCC/C(=C\c2cn(C)nc2C)C1=O	-0.3	i	i
COc1cc2c(cc1OC)C(=O)N1[C@H]3c4ccccc4OC[C@@H]3[C@H](c3ccccc3)[C@]1(C)C(=O)N2	-1.2	i	i
CC1CCN(C(=O)c2ccc3c(c2)NC(=O)CN3)CC1	0.8	i	i
Cc1ncc(CO)c2c1Oc1nc(-c3ccccc3)nc(SCC(=O)N3CCOCC3)c1C2	0.5	i	i

(continued)
SMILES	STK33 kinase inh	CHT PAM	CHT inh
OCc1ccc(N=Nc2ccccc2)cc1	-0.1	i	i
COc1ccc(C(=O)Nc2ccc(O)cc2C(=O)O)cc1	1.0	i	i
COc1ccc(C(=O)NCc2cccnc2)cc1S(=O)(=O)N1CCCc2ccccc21	0.8	i	i
O=C(C1Cc2ccccc2CN1S(=O)(=O)c1ccc(F)cc1)N1CCCCCC1 (stereo not drawn)	-0.2	i	i
COc1ccc2c(-c3ccccc3)cc3nnnn3c2c1	-0.3	i	i
NC(=O)C(c1ccccn1)c1ncc(C(F)(F)F)cc1Cl (stereo not drawn)	-1.1	i	i
COc1ccc(-c2noc(N3CCC(C(=O)Nc4ccc(F)cc4)CC3)n2)cc1	0.5	i	i
COc1ccccc1C1C2=C(CCCC2=O)N(CC(=O)O)C2=C1C(=O)CCC2	8.3	i	i
O=C(N1CCN(CCO)CC1)N1c2ccccc2C=Cc2ccccc21	1.0	i	i
CN(C)c1ccc(P(=O)(Nc2cccc(C(F)(F)F)c2)N2CCOCC2)c(NC(=O)c2cccs2)c1 (stereo not drawn)	0.1	i	i
CNC(=O)N1c2ccccc2C=Cc2ccccc21	-0.8	i	i
CCCCN(CC(=O)Nc1c(C)cccc1CC)C(=O)SCC	-1.1	9.1*	i
COc1cc(OC)c(C(=O)OCC(=O)NCCC2=CCCCC2)cc1OC	/	i	i
CC(=O)Nc1ccc(S(=O)(=O)N(C)CC(=O)Nc2ccccc2N2CCOCC2)cc1	-0.5	i	i
O=C(Cn1cc(C(F)(F)F)cc(Cl)c1=O)NCCc1ccccc1	/	i	i
Cc1c(NS(=O)(=O)c2ccc(Cl)c(C(=O)OCC(=O)NCc3ccco3)c2)c(=O)n(-c2ccccc2)n1C	-1.6	i	i
COc1ccc(C(OCC(O)CNCCc2ccc(S(N)(=O)=O)cc2)c2ccc(OC)cc2)cc1 (stereo not drawn)	-1.4	i	i
O=C1NC(c2ccccc2)=C(c2nc3ccccc3s2)C(c2ccccc2)N1 (stereo not drawn)	-2.1	i	i
CC(C)c1nc2n[nH]c(N)c2c2c1CSC(C)(C)C2	2.7	i	i
O=C(Nc1ccccc1)N1CCC(C(=O)N2CCCC(C(F)(F)F)C2)CC1 (stereo not drawn)	-0.5	i	i
Cc1cc(-c2n[nH]c(=S)n2Cc2ccco2)n(C)n1	-1.0	i	i
COc1cc2c(cc1OC)-c1cc(N3CCCc4ccccc43)nc(=O)n1CC2	1.2	i	-6.3*
Cc1ccc(S(=O)(=O)NC(=O)Nc2ccccc2F)cc1	-1.5	i	i
CCOC(=O)CC(NC(=O)c1ccc(C)cc1)c1ccc(C)cc1 (stereo not drawn)	-2.2	i	i
O=C(N/N=C/c1ccc(O)c(O)c1)c1ccc(CSc2cccc3cccnc23)cc1	-0.8	i	i

Just CHT PAM, for 6 of the compounds above:
mol	CHT PAM
CC(=O)Nc1ccc(S(=O)(=O)N(C)CC(=O)Nc2ccccc2N2CCOCC2)cc1	i
O=C(Cn1cc(C(F)(F)F)cc(Cl)c1=O)NCCc1ccccc1	i
Cc1c(NS(=O)(=O)c2ccc(Cl)c(C(=O)OCC(=O)NCc3ccco3)c2)c(=O)n(-c2ccccc2)n1C	i
COc1ccc(C(OCC(O)CNCCc2ccc(S(N)(=O)=O)cc2)c2ccc(OC)cc2)cc1 (stereo not drawn)	i
O=C1NC(c2ccccc2)=C(c2nc3ccccc3s2)C(c2ccccc2)N1 (stereo not drawn)	i
CC(C)c1nc2n[nH]c(N)c2c2c1CSC(C)(C)C2	i

The results go on:
SMILES	STK33 kinase inh	CHT PAM	CHT inh
CSc1nnc(Cn2c(=O)sc3ccccc32)n1-c1ccccc1	0.3	i	i
CCCN1CCN(C(=O)c2nn(-c3ccc(OC)cc3)c(=O)c3c2c2ccccc2n3C)CC1	-0.8	i	i
CN(CC(=O)Nc1ccc(F)cc1)c1ccc(S(=O)(=O)N2CCCC2)cn1	-1.5	i	i
CC(C)(C)C1CCC(OCC(O)CN2CCCC2)CC1 (stereo not drawn)	-0.9	i	i
CCCCNC(=O)CCn1c(=O)c2ccccc2n(Cc2cc(C)ccc2C)c1=O	0.1	i	i
Cc1ccc(C2C(C(=O)O)c3ccccc3C(=O)N2C)c(C)c1 (stereo not drawn)	-0.9	i	i
CC1=C(C(N)=O)C(c2ccccc2)n2nc(-c3cccc(C)c3)nc2N1 (stereo not drawn)	0.4	i	i
CCSc1nc(=O)n(-c2ccccc2)c(C)c1C(C)=S	-2.6	i	i
O=C1C(Cc2ccc(O)cc2)NC(=S)N1Cc1ccccc1 (stereo not drawn)	-0.7	i	i
CCOc1ccccc1C1CC(=O)NC(SCC)=C1C#N (stereo not drawn)	-0.5	i	i
CCOC(=O)C1(Cc2cccc(Cl)c2)CCCN(C(=O)CCSC)C1 (stereo not drawn)	2.6	i	i
COC(=O)c1ncn(C2OC(COC(C)=O)C(OC(C)=O)C2OC(C)=O)n1 (stereo not drawn)	-0.5	i	i
Cc1ccc(NC(=O)/C(C#N)=N/Nc2ccc(C(=O)O)cc2)c(C)c1	-0.4	i	i
COc1ccc(C(=O)NC2CC(C)(C)Cc3occc32)cc1 (stereo not drawn)	-0.8	i	i
Cc1ccccc1CN1CCN(CC(=O)NCc2ccccc2)CC1	-1.6	i	i
N/C(=N\OC(=O)CC1CCCCC1)c1ccc([N+](=O)[O-])cc1	-2.2	i	i
CCCn1c(N)c(N(CCOC)C(=O)c2ccc(F)cc2)c(=O)[nH]c1=O	5.1	i	i
COc1ccc(CN2CCNC(=O)C2CC(=O)N2CCCCO2)cc1OC (stereo not drawn)	1.5	i	i
CC(C)[C@H](NC(=O)NCCc1ccc(F)cc1)C(=O)O	1.8	i	i
CCC(=O)NCCc1nc2ccccc2n1CC(=O)c1ccccc1	-0.7	i	i
CCCOc1ccc(/C=C2/C(=O)ON=C2C)cc1OCC	-2.0	i	i
C=CCOc1c(Br)cc(/C=C2/C(=O)ON=C2C)cc1OC	-0.8	i	i
Cc1ccc(NS(=O)(=O)c2ccc(C)c(NC(=O)COc3ccccc3)c2)c(C)c1	-0.7	i	i
O=C1CC(C(=O)Nc2ccccc2)C2(CCCC2)O1 (stereo not drawn)	-0.6	i	i
COC(=O)c1ccccc1NC(=O)c1ccc2nccnc2c1	1.9	i	i

Carrying on:
SMILES	STK33 kinase inh	CHT PAM	CHT inh
Cc1cccc(NC(=O)CSCC(=O)Nc2ccccc2N2CCCCC2)c1	-0.9	i	i
CCCCNC(=O)c1onc(CSc2nc3ccccc3[nH]2)c1C(=O)NCCCC	-1.0	i	i
Cc1ccccc1-n1c(SCC(=O)O)nc2sc3c(c2c1=O)CCCC3	-2.7	i	i
N#Cc1cccnc1N1CCN(C(=O)COCC(=O)O)CC1	-0.4	i	i
Cc1ccc(C(=O)Nc2cccnc2N2CCN(C)CC2)cc1	0.4	i	i
O=C(CN1C(=O)CS/C1=C\c1nc(-c2ccc(Cl)cc2)cs1)Nc1cccnc1Cl	5.8	i	i
CCC1(C)Cc2c(C#N)c(N)sc(=S)c2CO1 (stereo not drawn)	-1.3	i	i
Cc1cc(C(=O)NCCc2ccccc2)c2cc(F)ccc2n1	1.0	i	i
COc1cc(/C=N\NC(=O)CNC(=O)c2cccc([N+](=O)[O-])c2)ccc1O	0.9	i	i
COc1ccc(S(=O)(=O)N(CCN2CCOCC2)Cc2cc(OC)ccc2OC)cc1	-0.3	i	i
CCn1c(SCC(=O)OC)nnc1-c1ccc(C)cc1	0.3	i	i
O=C(Nc1ccc(Cl)cc1)Nc1nnc(SCc2ccccc2)s1	-3.3	i	i
O=C(Nc1c(F)cccc1F)c1cnc(N2CCN(c3ccccn3)CC2)c2ccccc12	0.9	i	i
N#Cc1ccc(Oc2ccc(-c3nc4ccccc4nc3-c3ccccc3)cc2)cc1C#N	1.1	i	i
CCN=C1SC(C(=O)Nc2cccc(C)c2)CC(=O)N1CC (stereo not drawn)	-1.4	i	i
CCOc1ccc(CCNC(=O)C2CCN(c3nn4c(=O)cc(C)nc4s3)CC2)cc1	0.1	i	i
Cc1ccc(C(=O)NN2C(=O)C3C4c5ccccc5C(c5ccccc54)[C@@H]3C2=O)cc1 (stereo partly drawn)	-0.7	i	i
CC1Cc2ccccc2N1C(=O)c1nn(C)cc1Br (stereo not drawn)	-2.3	i	i
C#C[C@]1(O)CC[C@H]2[C@@H]3CCC4=Cc5oncc5C[C@]4(C)[C@H]3CC[C@@]21C	-0.2	i	i
Cc1cccc2cc(/C=C/C(=O)c3ccco3)c(Cl)nc12	-1.1	i	i
CC1CCCC(C)N1S(=O)(=O)c1ccc(NC(=O)c2ccccc2C(=O)N2CCOCC2)cc1 (stereo not drawn)	-1.4	i	i
CS(=O)(=O)Nc1ccc(-c2cn3c(n2)SCC3)cc1	5.1	i	i
O=C(NCCc1csc(-c2cccnc2)n1)c1ccc(Cl)cc1	-1.1	i	i
CN(CC(=O)Nc1ccc(F)cc1)C(=O)CCc1nc2sc3c(c2c(=O)[nH]1)CCCC3	-0.3	i	i
O=C(NCc1cccs1)C1(S(=O)(=O)c2ccccc2)CC=CC1	0.3	i	i

Five of the compounds above, as a markdown table:
| structure | STK33 kinase inh | CHT PAM | CHT inh |
| --- | --- | --- | --- |
| Cc1cccc(NC(=O)CSCC(=O)Nc2ccccc2N2CCCCC2)c1 | -0.9 | i | i |
| CCCCNC(=O)c1onc(CSc2nc3ccccc3[nH]2)c1C(=O)NCCCC | -1.0 | i | i |
| Cc1ccccc1-n1c(SCC(=O)O)nc2sc3c(c2c1=O)CCCC3 | -2.7 | i | i |
| N#Cc1cccnc1N1CCN(C(=O)COCC(=O)O)CC1 | -0.4 | i | i |
| Cc1ccc(C(=O)Nc2cccnc2N2CCN(C)CC2)cc1 | 0.4 | i | i |

More records:
SMILES	STK33 kinase inh	CHT PAM	CHT inh
CCNc1ccc(C(=O)OCC)cc1NC(=O)c1cccc(S(=O)(=O)N2CCOCC2)c1	-2.2	i	i
Cc1csc(=O)n1CC(=O)OCC(=O)Nc1cc([N+](=O)[O-])ccc1Cl	-0.2	i	i
CN(C)/C=C(/C(=O)c1ccccc1Cl)S(=O)(=O)c1ccccc1	0.1	i	i
COc1cccc(OC)c1C(=O)NC(=O)Nc1c(F)cc(F)cc1F	-1.4	i	i
COC(=O)c1ccccc1NC1c2ccccc2C(=O)N1c1cccnc1 (stereo not drawn)	-0.1	i	i
O=C(NC1CC2CCCC(C1)N2C(=O)Nc1ccccc1)c1ccccc1 (stereo not drawn)	-2.4	i	i
c1ccc(-c2nc(N3CCCCCC3)c3ccccc3n2)nc1	-1.2	i	i
COc1ccc(C(C(N)=O)c2ncc(C(F)(F)F)cc2Cl)cc1OC (stereo not drawn)	-1.0	i	i
CSc1nsc(/C=C/Nc2ccc(C(=O)O)cc2)c1C#N	-0.1	i	i
Cc1cc2ncn(S(=O)(=O)c3ccc(S(=O)(=O)N4CCCCCC4)cc3)c2cc1C	-0.7	i	i
